From PubChem
ASAP1 GAP inh – blocks human ASAP1-stimulated Arf1 GTP hydrolysis; inhibition, % at 16.5 µM; AID 624377; GDP FP detection; 360,000 tested, 0.19% active; in the data active = inhibition above about 25%;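 also: 0% = vehicle with enzyme and substrate and 100% = no enzyme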
Target sequence (Q9ULH1 325-724 limits assumed): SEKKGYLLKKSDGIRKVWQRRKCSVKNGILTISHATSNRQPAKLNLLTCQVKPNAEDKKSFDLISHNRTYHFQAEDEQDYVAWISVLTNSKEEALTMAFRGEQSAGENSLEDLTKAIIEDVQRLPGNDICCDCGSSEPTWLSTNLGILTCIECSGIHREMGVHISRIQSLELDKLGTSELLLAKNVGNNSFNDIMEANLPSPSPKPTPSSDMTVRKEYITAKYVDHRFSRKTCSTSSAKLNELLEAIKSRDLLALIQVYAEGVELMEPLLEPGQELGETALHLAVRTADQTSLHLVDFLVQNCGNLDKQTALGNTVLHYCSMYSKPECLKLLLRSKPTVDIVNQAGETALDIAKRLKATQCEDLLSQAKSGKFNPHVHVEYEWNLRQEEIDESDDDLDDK
PLCb3 inh – PLC-beta3 (human) inhibition, primary screen | Q01970 | Purified PLC-beta3, fluorogenic substrate, fluorescence | inhibition, % at 12.2 µM | 370,000 tested, 0.18% active; in the data active = inhibition above about 11%;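 also: 0% = median of compound wells on plate and 100% = full blocker control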
PLC-gamma1 inh – blocks human PLC-gamma1 enzyme activity | AID 720700 | 370,000 tested, 0.84% active | inhibition, % at 12.2 µM | P19174 | purified PLC-gamma1, fluorogenic substrate, fluorescence; in the data active = inhibition above about 9.5%
UHRF1 MBD2 ctr – blocks human UHRF1 binding to methylated DNA; Q96T88; UHRF1 binding to methylated oligo, TR-FRET; inhibition, % at 4.4 µM; 370,000 tested, 0.75% active; AID 687016; in the data active = inhibition above about 21%;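 also: UHRF1 SRA domain binding a hemimethylated CpG hairpin DNA probe; 0% = median of test compound wells and 100% = reference inhibitor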
proKLK7 act – activates the human kallikrein-7 zymogen | 370,000 tested, 0.9% active | purified proKLK7, EDANS-DABCYL substrate fluorescence; 100% is mature enzyme control, 0% vehicle | activation, % at 7 µM | AID 652039 | P49862;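 active = activation above the mean of all tested compounds plus 3 SD, computed per campaign excluding outliers beyond control limits, cut at about 13% in these data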
Target sequence (P49862 whole entry, looked up): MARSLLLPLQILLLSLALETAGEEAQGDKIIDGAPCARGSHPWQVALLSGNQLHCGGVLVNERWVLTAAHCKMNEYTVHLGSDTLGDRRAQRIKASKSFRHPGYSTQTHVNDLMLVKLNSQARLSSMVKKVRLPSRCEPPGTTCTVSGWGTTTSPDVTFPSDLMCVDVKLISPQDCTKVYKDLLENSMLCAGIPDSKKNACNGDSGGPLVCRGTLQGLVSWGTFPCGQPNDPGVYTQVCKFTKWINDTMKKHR
ADAM17 inh – inhibits human ADAM17; inhibition, % at 6.95 µM; recombinant ADAM17, EDANS/DABCYL FRET peptide cleavage; 370,000 tested, 0.83% active; AID 720648; P78536;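 active = inhibition above the mean of compounds lying between control limits plus 3 SD, set per campaign, cut at about 8.5% in these data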;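 also: 0% = DMSO-only wells as the low control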
ARFGAP1 inh – rat ARFGAP1 inhibition; Q62848; Arfgap1-stimulated ARF1 GTP hydrolysis, GDP FP detection; inhibition, % at 16.5 µM; 360,000 tested, 0.26% active; AID 651572;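 active = inhibition above a per-plate limit, mean inhibition of low control wells plus 3 SD, cut at about 25% in these data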;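 also: 0% = DMSO wells with enzyme and 100% = wells lacking Arfgap1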
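Material – truncated rat Arfgap1 GAP domain · Buffer or medium – HEPES-based buffer, pH 7.5 · Reagent – human ARF1(Δ1-17)-GTP substrate · Dosing – 16.5 µM single point, 1.26% DMSO · Schedule – GTP hydrolysis reaction 2 h at 25 °C · Technique – GDP detection by fluorescence polarization · Benchmarks – No-Arfgap1 wells (100%) versus DMSO full-reaction wells (0%) · Repeats – single replicate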
MBD2 inh – MBD2-methylated oligo binding inhibition; Q9UBB5; TR-FRET, MBD2 binding to methylated oligonucleotide; inhibition, % at 4.4 µM; 370,000 tested, 0.31% active; in the data active = inhibition above about 13%
Target sequence (Q9UBB5 whole entry, looked up): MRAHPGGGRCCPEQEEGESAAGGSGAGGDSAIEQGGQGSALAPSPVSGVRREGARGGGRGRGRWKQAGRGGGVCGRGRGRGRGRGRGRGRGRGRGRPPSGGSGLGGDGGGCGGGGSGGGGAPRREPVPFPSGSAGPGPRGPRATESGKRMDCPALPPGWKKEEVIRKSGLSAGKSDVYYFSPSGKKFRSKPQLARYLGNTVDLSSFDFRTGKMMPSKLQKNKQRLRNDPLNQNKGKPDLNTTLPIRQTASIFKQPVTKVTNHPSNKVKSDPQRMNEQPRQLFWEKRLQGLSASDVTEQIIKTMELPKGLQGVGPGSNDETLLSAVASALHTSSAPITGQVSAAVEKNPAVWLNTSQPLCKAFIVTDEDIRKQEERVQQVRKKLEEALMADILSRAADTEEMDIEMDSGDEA
Tn7 DDE FP – inhibitors of Tn7 peptide binding to human fibrin DD(E) | P02675 | FP displacement of FITC-Tn7 peptide from fibrin DD(E); 0% = median of compound wells per plate | inhibition, % at 8.3 µM | 370,000 tested, 0.13% active;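 active = inhibition above the mean of compounds falling within the control limits plus 3 SD of them, cut at about 14% in these data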;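 also: 0% = plate median of compound wells and 100% = 10 µM Aha-Tn7 peptide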
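assay system = human clot-derived fibrin DD(E) complex | quantity = Fibrin-DD(E) at 2 µM final | timing = 10 min preincubation, 3 h with tracer, room temperature | signal = fluorescence polarization | measure = percent inhibition | benchmarks = high control wells with 10 µM unlabelled Aha-Tn7 peptide (full inhibition) | replicates = singlicate testing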
Tn6 DDE FP – DD(E)-Tn6 binding inhibition, primary FP screen; inhibition, % at 8.3 µM; Fibrin DD(E) TRITC-Tn6 fluorescence polarization displacement; AID 720509; P02675; 370,000 tested, 0.21% active;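 active = inhibition above a per-campaign cutoff: mean of compounds within control limits plus 3 SD, cut at about 15% in these data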;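 also: 0% = median of all compound wells on the plate and 100% = blocking peptide control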
The depositor's hits bear a star. Compounds were not picked by outcome; overall some 4.1% were active at least once.

nr	canonical_smiles	ASAP1 GAP inh	PLCb3 inh	PLC-gamma1 inh	UHRF1 MBD2 ctr	proKLK7 act	ADAM17 inh	ARFGAP1 inh	MBD2 inh	Tn7 DDE FP	Tn6 DDE FP
1	CC1(C)CC(=O)C2=C(C1)NC(=O)NC2c1ccccc1 (configuration not stated)	1	-6	-5	-2	0.3	-6	-4	1	2	4
2	CCOC(=O)[C@]12CCC=C1N(Cc1ccccc1)C(=O)[C@H](CC(=O)NCCCN1CCCC1=O)C2	21	-4	-2	0	0.4	-6	-2	3	-6	6
3	COc1ccc(N2C[C@@]3(O)CC[C@@H](O)[C@@H](OC)[C@@H]3[C@@](C)(O)[C@@H]2CC=C(C)C)cc1	1	-2	3	0	0.1	-7	1	7	4	-6
4	N#Cc1ccc(OC(=O)Cc2ccsc2)cc1	4	-6	1	2	0.3	1	3	1	0	1
5	CSc1nc(-c2ccccc2)nn1C(=O)c1ccc(Cl)cc1	-6	2	-1	-1	0.0	-2	-3	-4	-1	6
6	CCOc1ccc(/C(O)=C2/C(=O)C(=O)N(CCOCCO)C2c2ccccc2)cc1 (configuration not stated)	0	-5	-7	-4	0.2	1	4	-2	3	-1
7	Nc1[nH]nc2nc(NCc3ccccc3)c3c(c12)CCN(Cc1ccccc1)C3	-13	-2	0	-4	0.2	0	5	-4	4	-3
8	CCCc1cc(=O)[nH]c(SCC(=O)NCCC2=CCCCC2)n1	11	-5	-2	1	0.6	-5	2	1	3	-5
9	O=C(CCc1ccccc1)Nc1cccc([N+](=O)[O-])c1	10	-3	-4	2	0.3	0	11	0	0	-1
10	COc1ccc([C@@H]2C[C@H](c3ccccc3)Oc3cc(C)cc(C)c32)cc1	8	-58	1	1	0.1	-7	5	4	5	-1
11	O=C1OC=NC1=Cc1ccccc1	5	-3	-7	-3	-1.7	-2	14	2	-1	7
12	CC1(CO)COC(c2ccccc2)=N1 (configuration not stated)	-1	-6	0	3	-0.4	-1	-9	-5	-2	5
13	Cc1ccc(S(=O)(=O)N(C)C[C@H]2OCCCC[C@@H](C)Oc3ccc(NC(=O)Cc4ccccc4)cc3C(=O)N([C@H](C)CO)C[C@@H]2C)cc1	7	1	0	1	0.9	0	13	4	1	1
14	COc1ccc(-c2[nH]ncc2CN(C)Cc2cccnc2)c(F)c1	7	-3	-1	3	0.3	-2	10	-1	3	-2
15	Cc1cccc(N2CC(=O)N(c3cccc(C)c3)CC2=O)c1	-8	3	1	-2	0.0	-1	-1	0	2	-4
16	O=C(NCc1ccccc1)c1cc(C2COCCN2S(=O)(=O)c2cccs2)on1 (configuration not stated)	-2	-8	-2	0	0.1	-2	7	-6	0	-8
17	C=C1CSc2nc(=O)c3c(C)c(C)sc3n21	6	-4	-1	-8	0.1	-4	-2	-2	1	0
18	O=C(NCC(=O)N1CCN(S(=O)(=O)c2c(F)cccc2F)CC1)c1ccccc1F	-9	0	-3	-3	0.8	-4	10	5	10	-3
19	C=CCNC(=S)N1CCN(c2ccccc2Cl)CC1	19	-6	4	6	-0.1	-1	5	3	9	-1
20	Cc1cccc(OCC(=O)Nc2ccc(N3CCCC3)cc2)c1C	8	-12	-10	-8	0.3	-6	-1	-8	3	-3
21	CCCSc1nnc(NC(=O)c2nc(SC)ncc2Cl)s1	3	-3	-2	5	0.9	-5	0	5	-1	-4
22	COCCN(CCOC)S(=O)(=O)c1ccc(C(=O)Nc2nnc(C3CC3)o2)cc1	6	-1	2	-1	-0.2	-3	-1	-2	4	6
23	CCOC(=O)c1c(NC(=O)CCC(=O)N(CC)CC)sc2c1CC(C)(C)OC2	-13	-5	1	-2	-0.2	-4	7	1	3	-1
24	COC(=O)c1ccc(COC(=O)c2ccccc2OC)cc1	-5	1	3	-1	-0.1	1	-2	2	-5	-2
25	O=C(CC(=O)N/N=C\c1ccc(F)cc1)NCCc1ccccc1	-5	0	0	-5	0.2	0	0	1	1	6
26	O=[N+]([O-])c1cccc(CNc2ccc3c(c2)CCC3)c1	-2	2	1	5	0.6	-2	5	-3	-4	5
27	C/C(=N\NC(=O)c1cc2ccccc2cc1O)c1ccccn1	-5	-90	-42	2	-1.2	-3	9	0	7	-10
28	CCn1cc(C(=O)N[C@@H](C)C(=O)NCCCn2ccnc2)c(=O)c2cc3c(cc21)OCO3	-1	-16	-7	-3	0.2	-10	9	-5	3	0
29	CC1CC(=O)Nc2ccccc2N1C(=O)CSc1nnnn1C (configuration not stated)	-7	4	-3	0	0.2	-7	4	2	-10	2
30	COc1cc(/C=C/C(=O)N2CCOCC2)ccc1OCc1ccccc1	2	-24	-14	-5	0.8	-16	0	-4	6	10
31	COc1ccccc1-c1cc(C(F)(F)F)nc(N2CCCC2)n1	-8	-3	-6	-1	0.6	-2	-3	-1	-8	-2
32	Cc1cc(=O)n2nc(N3CCC(C(=O)NC(C)c4ccccc4)CC3)sc2n1 (configuration not stated)	-11	-1	3	3	0.1	1	15	-4	0	-10
33	O=C(Nc1ccc2c(c1)OCO2)C1Cc2c(-c3ccc4c(c3)OCO4)ccnc2O1 (configuration not stated)	-8	-2	0	-4	0.3	-7	1	-5	-3	-3
34	CC(C)(C)C1CCC(=NNC(=O)c2ccco2)CC1 (configuration not stated)	-1	-7	1	-4	0.2	-5	7	0	-2	-7
35	CC1CCN(c2ccc3nnc(CCC(=O)N4CCCCC4)n3n2)CC1	4	-4	-2	-4	0.0	-5	-1	0	-5	5
36	O=S(=O)(Nc1ccc(OC(F)F)cc1)c1ccc(-c2ccon2)s1	-5	-6	0	0	-0.6	0	16	0	-11	-1
37	CCCCN(C(=O)Cn1nnc2ccccc21)C(C(=O)NCCOC)c1ccc(OC)cc1OC (configuration not stated)	-2	7	1	-1	0.1	1	11	-7	-6	-4
38	O=C(NC(Cc1c[nH]c2ccccc12)C(=O)O)/C(=C\c1ccc2c(c1)OCO2)NC(=O)c1ccccc1 (configuration not stated)	-7	-9	-2	-2	0.1	-2	-14	-2	2	-3
39	CCCC(=O)Nc1ccc(C(=O)Nc2cccc(OC)c2)cc1	8	2	0	1	0.4	-2	8	-1	-2	-1
40	COc1ccccc1N1CCN(C2CCCN(C(=O)c3ccccn3)C2)CC1 (configuration not stated)	9	0	3	3	1.0	3	-7	8	0	-9
41	COCCCn1c(C(C)C)nc2oc3cc(OC)ccc3c(=O)c2c1=O	-1	-5	1	2	-0.3	-4	3	2	4	-3
42	Cc1ccc(NC(=O)CSCC(=O)Nc2sccc2C#N)cc1	-15	-11	-4	-2	0.0	-1	-1	2	1	8
43	COC(=O)c1ccc(COc2ccc(NC(C)=O)cc2)o1	-2	-4	-2	4	-0.5	-5	1	5	-2	-13
44	Cc1cccc(-c2cc(C(=O)Nc3cccnc3)c3ccccc3n2)c1	8	-5	-1	-1	0.1	5	-3	1	-10	-3
45	CCOc1cc(/C=C\c2[nH]c(=O)[nH]c(=O)c2[N+](=O)[O-])ccc1OC(C)CC (configuration not stated)	5	-7	-4	0	0.4	-7	-5	4	4	5
46	Fc1ccc(Oc2cc(N3CCOCC3)nc(-c3ccccc3)n2)c(F)c1	11	4	1	7	0.5	0	11	-2	-4	5
47	O=S(=O)(c1ccccc1)N1CCN(Cc2ccc(Cl)cc2)CC1	-14	-4	0	-1	-0.2	2	-2	1	1	0
48	O=C1c2ccccc2C(=O)N1CCc1nc2ccccc2c(=O)n1Cc1ccco1	0	3	-1	-2	-0.4	-3	-6	0	3	2
49	C=CCOc1ccc(-c2nc3c(c(=O)[nH]c(=O)n3CCCC)n2C)cc1Br	-2	-7	-4	0	0.7	0	15	-4	5	-5
50	CC/C(=C\C(=O)c1ccncc1)Nc1ccc(Br)cc1	5	2	1	-3	0.5	2	17	-3	-7	11
51	COc1ccc(N(CC(=O)Nc2ccccc2SC)S(C)(=O)=O)cc1OC	1	-1	1	2	-0.3	-5	11	2	3	-2
52	Cc1ccc(/C(O)=C2/C(=O)C(=O)N(c3ccccn3)C2c2ccc(F)cc2)cc1 (configuration not stated)	-3	-8	-3	-3	2.5	0	4	0	-10	-1
53	CSCCC(NC(=O)c1ccc(Br)cc1)C(=O)O (configuration not stated)	17	-1	2	-1	0.1	-3	3	-6	-1	2
54	CC1CCCCC1NC(=O)CSc1nnc(-c2ccco2)n1C (configuration not stated)	-7	-10	7	2	0.3	0	0	2	6	-2
55	CN(CCc1cn[nH]c1)Cc1nc(Cc2ccccc2F)no1	7	1	4	0	0.2	1	5	1	7	-2
56	CC(NC(=O)c1ccnc(C(C)(C)C)c1)c1ccccc1 (configuration not stated)	6	0	5	-1	-0.2	-4	-2	0	-2	7
57	CCOc1cccc2sc(NC(=O)CCS(=O)(=O)c3ccccc3)nc12	-2	-3	1	-1	0.1	2	3	-3	2	2
58	COc1ccc(S(=O)(=O)NC2CCCCC2)cc1F	-5	-3	1	-1	0.7	-3	-2	1	-2	2
59	COc1cc(-c2ccc3c(=O)c4ccccc4sc3c2)cc(OC)c1OC	-2	-26	-11	-3	0.4	-1	-4	-4	-2	9
60	COC(=O)C1CCN(S(=O)(=O)Cc2ccccc2)CC1	-2	-14	-12	-1	-0.9	-6	3	0	-2	-6

Excerpt: entries 58–60
nr	canonical_smiles	ASAP1 GAP inh	PLCb3 inh	PLC-gamma1 inh	UHRF1 MBD2 ctr	proKLK7 act	ADAM17 inh	ARFGAP1 inh	MBD2 inh	Tn7 DDE FP	Tn6 DDE FP
58	COc1ccc(S(=O)(=O)NC2CCCCC2)cc1F	-5	-3	1	-1	0.7	-3	-2	1	-2	2
59	COc1cc(-c2ccc3c(=O)c4ccccc4sc3c2)cc(OC)c1OC	-2	-26	-11	-3	0.4	-1	-4	-4	-2	9
60	COC(=O)C1CCN(S(=O)(=O)Cc2ccccc2)CC1	-2	-14	-12	-1	-0.9	-6	3	0	-2	-6

The results go on.
nr	canonical_smiles	ASAP1 GAP inh	PLCb3 inh	PLC-gamma1 inh	UHRF1 MBD2 ctr	proKLK7 act	ADAM17 inh	ARFGAP1 inh	MBD2 inh	Tn7 DDE FP	Tn6 DDE FP
61	COc1ccc(N/C=C2\CCc3ccccc3C2=O)cc1	11	-31	-26	-14	-0.5	2	1	-24	-5	1
62	Cc1ccc(S(=O)(=O)N2CCC(C(=O)Nc3ccc(C(C)C)cc3)CC2)cc1	2	2	2	0	-0.5	-1	-9	-1	-3	1
63	Cn1ncc([N+](=O)[O-])c1C(=O)NCc1ccccc1	-1	6	2	1	-0.5	-4	-3	0	-4	-2
64	C=CCOC(=O)COc1ccc2c(C)c(C)c(=O)oc2c1C	-4	-21	-10	-2	5.6	-49	1	-3	-2	4
65	Cc1ccc(C)c(S(=O)(=O)N2CCCC2CNC(=O)C(=O)NCCN2CCOCC2)c1 (configuration not stated)	11	-6	-2	2	-0.5	-3	-16	-3	-7	-3
66	COc1ccc(N(CC(=O)NCCC2=CCCCC2)S(=O)(=O)c2ccc(C)cc2)cc1OC	4	4	-1	-2	0.4	1	9	-8	2	2
67	CCOc1cc(/C=C2\SC(=N)N(c3nonc3N)C2=O)ccc1OCCN1CCOCC1	23	-23	-18	0	-1.3	-1	32*	-3	-1	-15
